# Compound activity as filed in PubChem.
# beta cell repl: inducers of MIN6 beta-cell proliferation, primary screen, ATP luminescence, uHTS | proliferation, % at 10 µM | actives 0.29% (n = 330,000) | MIN6 cells proliferation, ATPlite luminescence, 48 h; cells starved in 0.2% serum; 100% = growth in 10% serum;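 active means compounds whose signal lies at least 3.5 SD above the mean of all wells on their plate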;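 further: 0% = DMSO-treated cells in low-serum medium and 100% = 10% serum control; some compounds called inactive have numbers as strong as hits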
# tim23-1 inh: growth inhibitors of tim23-1 mutant yeast, primary screen, luminescence, uHTS | AID 463212, 2010 | inhibition, % at 20 µM | S. cerevisiae tim23-1 growth, BacTiter-Glo luminescence, 24 h | actives 1.3% (n = 330,000);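 active means growth inhibition of the mutant yeast at or above 50%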;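 further: temperature-sensitive mutant grown at 25 °C; plate controls were DMSO-treated mutant yeast for no effect and medium wells lacking yeast for full effect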
# MPTP inh: mitochondrial permeability transition pore inhibitors, primary screen, biochemical, isolated mouse mitochondria, absorbance | Ca2+ swelling absorbance, 30 min | inhibition, % at 10 µM | actives 1.4% (n = 360,000);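 active means inhibition of 50% or more, scaled per plate between neutral and stimulator controls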;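 further: 0% = DMSO wells given calcium and 100% = 1 mM EGTA wells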
# TIM10 inh: growth inhibitors of isogenic TIM10 control yeast, primary screen, counter-screen for tim10-1 yeast inhibitor project, luminescence, uHTS; S. cerevisiae TIM10 strain growth, BacTiter-Glo luminescence, 24 h; inhibition, % at 10 µM; actives 1.4% (n = 330,000); AID 463195, 2010;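 active means inhibition of 40% or more at the single tested concentration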;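 further: wild-type TIM10 isogenic control strain grown at permissive 25 °C; 0% = DMSO yeast wells and 100% = minimal medium wells without yeast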
# tim10-1 inh: growth inhibitors of tim10-1 mutant yeast, primary screen, luminescence, uHTS; AID 463190, 2010; S. cerevisiae tim10-1 ts strain growth, BacTiter-Glo, 24 h; actives 2.2% (n = 330,000); inhibition, % at 20 µM;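 active means inhibition of at least 40%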;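 further: mutant grown at 25 °C; 0% = DMSO wells with yeast and 100% = wells holding no yeast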
# APJ agonist: agonists of human apelin receptor APJ, primary screen, CHO-K1 cells, PathHunter beta-arrestin, luminescence. 0% DMSO wells, 100% apelin. activation, % at 20 µM. actives 0.11% (n = 330,000);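 active means activation more than six SD over the plate average, tested at 20 µM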;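 further: 0% = DMSO alone and 100% = apelin-13 at 10 nM; some results filed as inactive read as strong as hits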
# Target sequence (P35414 whole entry, looked up): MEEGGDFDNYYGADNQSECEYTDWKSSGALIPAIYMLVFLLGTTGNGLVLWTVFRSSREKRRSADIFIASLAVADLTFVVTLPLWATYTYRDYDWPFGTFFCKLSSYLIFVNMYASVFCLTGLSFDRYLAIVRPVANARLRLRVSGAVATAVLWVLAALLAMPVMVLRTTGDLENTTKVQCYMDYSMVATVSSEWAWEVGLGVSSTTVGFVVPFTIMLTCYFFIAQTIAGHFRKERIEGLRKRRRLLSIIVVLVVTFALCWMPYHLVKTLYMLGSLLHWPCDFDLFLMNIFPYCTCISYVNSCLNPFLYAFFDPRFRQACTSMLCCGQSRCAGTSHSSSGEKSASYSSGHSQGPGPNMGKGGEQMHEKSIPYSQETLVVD
#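 Assay system: CHO-K1 APJ beta-arrestin complementation cell line / Compound: single test compound dose, 20 µM final, 1% DMSO / Times: overnight seeding, 90 min compound at 25 °C, 1 h detection / Technique: beta-gal luminescence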
# GRIN3A LBD mod: binders of NR3A ligand-binding domain, primary screen, biophysical, differential scanning fluorimetry, uHTS; actives 2.5% (n = 340,000); NR3A LBD differential scanning fluorimetry, Tm shift; 0% = protein alone, 100% = glycine-bound protein; Tm shift relative to glycine control, % at 25 µM; AID 1259313, 2017;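 active means melting temperature shift of at least 10% of the positive control shift, at one fixed dose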
# APJ antag: antagonists of human apelin receptor APJ, primary screen, CHO-K1 cells, beta-arrestin complementation, luminescence; P35414; inhibition, % at 20 µM; actives 0.32% (n = 330,000); AID 2521, 2010;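 active means inhibition above about 40% at 20 µM, limit read from the data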;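 further: cells challenged with 10 nM apelin-13 agonist together with compound; plate controls were apelin-13 plus DMSO wells for no effect and DMSO wells lacking apelin-13 for full effect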
# NLRP3 yeast inh: NALP3 inflammasome inhibitors in reconstituted yeast, primary screen, luminescence, uHTS. AID 2825, 2010. actives 0.39% (n = 330,000). inhibition, % at 10 µM. Yeast reconstituted NLRP3/ASC/caspase-1, beta-gal luminescence, 24 h;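 active means inhibition of 50% or more; inactive means inhibition below 50%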;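 further: plate controls were induced DMSO wells for no effect and uninduced yeast grown without galactose for full effect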
# * = called active by the depositor; & = joins results of further samples.
SMILES,beta cell repl,tim23-1 inh,MPTP inh,TIM10 inh,tim10-1 inh,APJ agonist,GRIN3A LBD mod,APJ antag,NLRP3 yeast inh
CN(C)CC[n+]1ccc(C(=O)c2ccccc2)cc1,-1,-3,-0.9,2,-9,1,2,-20,10
NC(=S)N/N=C/c1ccc(C(F)(F)F)cc1,0,9,-1.2,-12,-14,2,19*,2,25
Cc1ccc(CS(=O)(=O)CCC(=O)O)cc1,-1,4,-1.9,15,0,-4,1,2,6
CCCCOC(=O)C1C2C=C[C@]3(CN(CCCOC)C(=O)[C@H]13)O2 (stereo partly specified),-3,-2,-0.3,-16,-11,-3,0,-8,-2
CCOC(=O)C1CCN(CC(O)COc2ccc(C(C)(C)C)cc2)CC1 (stereo unspecified),-3,-273,-1.6,-140,-21,-4,0,13,28
COc1ccc(NCc2cc(=O)[nH]c3ccccc23)cc1,-7,-1,-1.1,5,34,2,-1,10,12
Cn1c(SCC(=O)N2CCCC2)nnc1-c1ccc(S(=O)(=O)N2CCCC2)cc1,-1,6,-0.9,-17,0,-2,-1,11,1
CC(C)C(=O)N1CCN(c2cc(N3CCN(C)CC3)c(F)cc2[N+](=O)[O-])CC1,-1,6,-0.8,-10,9,1,-1,-1,8
Cc1ccc(-c2cn3cccnc3n2)cc1NC(=O)c1c(-c2ccccc2Cl)noc1C,-2,11,-1.9,15,17,-4,1,-2,-4
CC(C)c1ccc(NC(=O)CCS(=O)(=O)c2cccc3nonc23)cc1,1,6,-0.7,10,-3,0,-7,2,18
Cc1ccccc1S(=O)(=O)Cc1ccc(C(=O)NCCN(Cc2ccccc2)C(C)C)o1,-2,3,0.5,6,1,0,-4,-5,0
NS(=O)(=O)c1ccc(NC(=O)COC(=O)C2(c3ccc(F)cc3)CCCC2)cc1,-1,4,8.8,9,26,0,-6,3,-7
O=C(Nc1cccc(-c2ccccc2)c1)N1CCN(C(=O)Nc2cccc(-c3ccccc3)c2)CC1,-1,-4,1.4,-16,6,-2,-1,14,8
CCOc1ccc(NC(=O)Nc2cccs2)cc1,-5,-2,14,16,8,3,19*,24,4
COc1ccc(C(=O)NCCc2cnc[nH]2)cc1OC,-1,0,-0.1,4,1,-1,1,5,3
Cc1ccc(C(=O)NCC(=O)N/N=C/c2cccs2)cc1[N+](=O)[O-],-2,16,0.1,-2,6,0,-7,-7,17
O=S(=O)(c1ccc(Oc2ccc(Br)cc2)cc1)N1CCOCC1,-2,23,3.6,-23,-18,3,2,-16,0
Cc1ccc(NCc2ccccc2O)cc1,-3,-6,0.1,5,8,-2,3,8,-19
CC(=O)Nc1ccc(C(=O)OCC(=O)NCCC2=CCCCC2)cc1,-1,8,-0.7,0,21,-1,0,-2,16
COc1ccc([N+](=O)[O-])cc1NC(=O)Cc1ccccc1Cl,0,-1,0.3,0,16,1,-2,-1,7
COc1cc(OC)c(OC)cc1/C=N/Nc1nc2ccccc2[nH]1,-2,7,3.0,2,1,6,-1,-35,12
O=C(COc1ccc([N+](=O)[O-])cc1Cl)N1CCOCC1,2,8,-0.6,16,14,-1,5,-12,9
Cc1ccc(S(=O)(=O)CCSc2nc(C)cc(C)c2C#N)cc1,-4,17,1.9,2,25,2,7,6,43
CCCCN(CCCC)S(=O)(=O)c1ccc(NC(=O)Cc2cccs2)cc1,-5,25,16,14,15,-3,6,-15,-10
COC(=O)Nc1nn(-c2ccc(OC)cc2)c(=O)c(C#N)c1C,2,10,-0.2,8,13,2,0,4,10
Cn1cc(CNCc2ccccc2OCC(O)CN2CCc3ccccc3C2)cn1 (stereo unspecified),-4,8,1.2,5,6,1,3,15,11
CC1=C(C(=O)NCc2ccc(Cl)cc2)C2(CCC(C)CC2)OC1=O (stereo unspecified),-3,29,5.0,-13,11,-1,-1,-13,7
Cc1cc(=O)oc2c3c(cc(OCC(=O)NCCN4CCOCC4)c12)OC(C)(C)CC3,-1,-4,-2.0,-4,-2,-4,0,7,21
N=C1C(c2nc3ccccc3s2)=C(O)CN1c1ccccc1,-3,6,-0.7,12,9,-2,-2,7,-2
O=C(N/N=C/C(Br)=C/c1ccccc1)c1cccnc1,-6,33,2.5,25,0,1,-4,-2,5
COc1ccc(CCN(C(=O)COc2ccccc2)c2nc(-c3ccccc3)cs2)cc1OC,-2,9,1.1,9,33,-2,0,0,3
N#Cc1ccccc1NC(=O)CN1CCN(Cc2ccccc2)CC1,-1,20,0.9,3,-14,-4,0,12,10
O=C(Nc1ccc(Cl)cc1)N1CCSc2ccccc21,-1,30,24,12,24,-2,4,9,41
Cn1cc([N+](=O)[O-])c(C(=O)Nc2sc3c(c2C#N)CCC3)n1,-3,56*,-1.9,31,45*,-8,1,12,-3
CC1CCCCC1NC(=O)Cn1cnc2ccccc2c1=O (stereo unspecified),-1,-9,-1.2,-8,-8,-3,0,15,-11
COc1cc2ccccc2cc1C(=O)Nc1ccccc1C,-2,11,0.3,3,7,-2,4,2,29

# Molecules shown so far that contain fluorine, in the order listed:
SMILES,beta cell repl,tim23-1 inh,MPTP inh,TIM10 inh,tim10-1 inh,APJ agonist,GRIN3A LBD mod,APJ antag,NLRP3 yeast inh
NC(=S)N/N=C/c1ccc(C(F)(F)F)cc1,0,9,-1.2,-12,-14,2,19*,2,25
CC(C)C(=O)N1CCN(c2cc(N3CCN(C)CC3)c(F)cc2[N+](=O)[O-])CC1,-1,6,-0.8,-10,9,1,-1,-1,8
NS(=O)(=O)c1ccc(NC(=O)COC(=O)C2(c3ccc(F)cc3)CCCC2)cc1,-1,4,8.8,9,26,0,-6,3,-7

# Four entries from above, with two lines to a compound.
# Each structure is followed by: beta cell repl | tim23-1 inh | MPTP inh | TIM10 inh | tim10-1 inh | APJ agonist | GRIN3A LBD mod | APJ antag | NLRP3 yeast inh
CC1CCCCC1NC(=O)Cn1cnc2ccccc2c1=O (stereo unspecified)
    -1 | -9 | -1.2 | -8 | -8 | -3 | 0 | 15 | -11
N#Cc1ccccc1NC(=O)CN1CCN(Cc2ccccc2)CC1
    -1 | 20 | 0.9 | 3 | -14 | -4 | 0 | 12 | 10
COc1cc2ccccc2cc1C(=O)Nc1ccccc1C
    -2 | 11 | 0.3 | 3 | 7 | -2 | 4 | 2 | 29
Cc1cc(=O)oc2c3c(cc(OCC(=O)NCCN4CCOCC4)c12)OC(C)(C)CC3
    -1 | -4 | -2.0 | -4 | -2 | -4 | 0 | 7 | 21

# Following part
SMILES,beta cell repl,tim23-1 inh,MPTP inh,TIM10 inh,tim10-1 inh,APJ agonist,GRIN3A LBD mod,APJ antag,NLRP3 yeast inh
CC1(OC(=O)c2cccs2)C(=O)C=C2C=C3CCCN3C=C2C1=O (stereo unspecified),3,-11,2.8,-8,-10,11,-2,-11,10
CC(=O)c1ccc(NC(=O)c2ccc(S(=O)(=O)N3CCCC3)cc2)cc1,-2,30,-0.4,14,20,0,3,18,26
NNC(=O)c1sccc1OCc1ccc(Cl)cc1Cl,-2,-79,1.8,-54,-34,-2,-2,-5,25
COC(=O)c1nc(-c2ccccc2)oc1N1CCOCC1,0,3,-0.2,2,10,-1,-2,5,13
CCOC(=O)c1c(S(=O)(=O)Nc2ccc(CN3CCC(C)CC3)cc2)c(C)n(C)c1C,0,-7,-0.5,-5,4,-1,-1,29,15
Cc1c[n+]([O-])n(-c2ccc(C(=O)O)cc2)n1,-3,0,-1.2,-23,-29,0,2,-2,19
CCOC(=O)C1=C(C)NC(=O)NC1c1ccc(F)cc1 (stereo unspecified),-3,-8,2.3,5,5,-3,0,14,5
O=C(N/N=C/c1ccc(F)cc1)c1cc[n+]([O-])cc1,1,8,-0.2,17,-10,0,-8,14,-5
Cc1cc(N2CCN(C)CC2)n2nc(-c3ccc(Cl)cc3)nc2n1,2,8,0.9,-1,13,-1,2,-4,-7
COc1cccc(CSc2nnc(-c3ccco3)n2C)c1,-2,14,1.4,2,20,-4,2,18,26
CCC(C)(C)n1nnnc1C(c1cc2cc(C)ccc2[nH]c1=O)N1CCCC1 (stereo unspecified),-3,12,1.3,7,17,-1,-2,-4,12
Cc1nn(C)cc1CNC(=O)c1cccc(F)c1,0,5,-0.8,5,11,-2,0,-1,2

# Entries of single compounds, quoted from the list:
# N#Cc1ccccc1NC(=O)CN1CCN(Cc2ccccc2)CC1 is listed as beta cell repl: -1; tim23-1 inh: 20; MPTP inh: 0.9; TIM10 inh: 3; tim10-1 inh: -14; APJ agonist: -4; GRIN3A LBD mod: 0; APJ antag: 12; NLRP3 yeast inh: 10
# Cn1cc([N+](=O)[O-])c(C(=O)Nc2sc3c(c2C#N)CCC3)n1 is listed as beta cell repl: -3; tim23-1 inh: 56*; MPTP inh: -1.9; TIM10 inh: 31; tim10-1 inh: 45*; APJ agonist: -8; GRIN3A LBD mod: 1; APJ antag: 12; NLRP3 yeast inh: -3

# Single entries from the list.
# In MPTP inh, `CCOC(=O)c1c(S(=O)(=O)Nc2ccc(CN3CCC(C)CC3)cc2)c(C)n(C)c1C` reads -0.5
# In APJ antag, `Cc1nn(C)cc1CNC(=O)c1cccc(F)c1` reads -1
# In TIM10 inh, `NNC(=O)c1sccc1OCc1ccc(Cl)cc1Cl` reads -54
# In APJ agonist, `CCC(C)(C)n1nnnc1C(c1cc2cc(C)ccc2[nH]c1=O)N1CCCC1` (stereo unspecified) reads -1
# In MPTP inh, `O=C(N/N=C/c1ccc(F)cc1)c1cc[n+]([O-])cc1` reads -0.2

# Other results.
SMILES,beta cell repl,tim23-1 inh,MPTP inh,TIM10 inh,tim10-1 inh,APJ agonist,GRIN3A LBD mod,APJ antag,NLRP3 yeast inh
Cn1c(COc2ccc(Br)cc2)nnc1SC1CCc2ccccc2C1=O (stereo unspecified),-3,32,11,26,20,-1,-2,-37,24
Cc1ccc(CC2C(=O)N(c3ccc(F)cc3)C(=O)C2C)cc1 (stereo unspecified),0,16,2.4,10,21,-1,2,-15,6
O=C1C=C(c2cccc(CO)c2)C[C@@H](c2ccc(Cl)cc2)C1,-2,38,-1.6,-2,14,-2,-1,16,-6
CCOc1ccc(CNC(=O)c2ccccc2NC(=O)C2=CSCCO2)cc1,0,21,0.1,-2,32,-1,0,-4,17
COC(=O)c1nnn(-c2nonc2N)c1CSc1nc2ccccc2o1,0,-5,-0.3,-25,-8,-6,-16,-4,22
CCN(C(=O)COC(=O)/C(C#N)=C/c1ccc(OC)cc1)C1CCS(=O)(=O)C1 (stereo unspecified),-1,4,-0.4,2,-2,7,2,6,-5
Cc1nnc(SCC2=C(C(=O)O)N3C(=O)[C@@H](NC(=O)Cn4cnnn4)[C@H]3SC2)s1,-1&1,0&12,-2.5&-2.0,5&7,2&8,8&-2,0&1,2&-7,11&9
CC(C)OC(=O)C(C(=O)C(F)(F)F)c1cc(NS(=O)(=O)c2ccc3ccccc3c2)c2ccccc2c1O (stereo unspecified),0,32,-14,18,32,6,24*,-9,17
COc1ccccc1C(=O)NCCC(=O)NCc1ccncc1,-3,10,-2.4,4,6,-4,2,-4,9
O=C(C[C@@H]1C/C=C\CCC(=O)OC[C@@H]2CCCN2C1=O)N[C@@H](CO)Cc1ccccc1,2,-11,-0.5,0,-6,-1,1,-12,8
CCOC(=O)COc1c(Br)cc(C2NC(=O)NC(C)=C2C(C)=O)cc1OC (stereo unspecified),-1,-7,2.6,5,-17,-2,-2,8,-2
Cc1cccc(OCC(=O)N(C)CCc2ccccn2)c1,-3,6,-3.0,6,-4,0,7,12,4
